PHOSPHO1 inh: inhibitors of human PHOSPHO1 phosphatase | inhibition, % at 13.3 µM | 290,000 tested, 1.1% active | recombinant PHOSPHO1, absorbance phosphatase assay; in the data active means inhibition above about 60%
CRFBP-R2 block: antagonists of CRF-binding protein/CRF-R2 receptor complex. HEK293 CRF-R2/CRF-BP, CRF-induced calcium fluorescence. inhibition, % at 11.8 µM. 350,000 tested, 0.59% active. AID 588475;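 active means inhibition of the ligand-induced calcium signal above about 50% at the single tested concentration, limit read from the data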
CRFR2-BP ag: CRF-BP/CRF-R2 complex agonism; activation, % at 13.2 µM; HEK293 CRF-R2/CRF-BP, calcium dye fluorescence (FLIPR); percent of saturating CRF peptide response; 350,000 tested, 0.46% active;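 active means activation of at least 50%, plus an integration ratio under a set limit after plate pattern correction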;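 further: plate controls were neutral control wells without compound for no effect and CRF at EC100 for full effect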
GalR3 antag: antagonists of human GalR3. 360,000 tested, 0.44% active. O60755. inhibition, % at 3 µM. HEK293 GalR3-CNG cAMP membrane potential fluorescence; galR3 body fused to GalR1 C-terminus. AID 651719;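 active means inhibition above the screen-wide average plus 3 SD, cut at about 13% in these data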;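 further: forskolin and galanin both at EC90 stimulate the cells; cAMP rise reported by CNG channel membrane potential dye signal; 0% = forskolin plus galanin with DMSO and 100% = forskolin alone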
Target sequence (O60755 1-299 limits assumed): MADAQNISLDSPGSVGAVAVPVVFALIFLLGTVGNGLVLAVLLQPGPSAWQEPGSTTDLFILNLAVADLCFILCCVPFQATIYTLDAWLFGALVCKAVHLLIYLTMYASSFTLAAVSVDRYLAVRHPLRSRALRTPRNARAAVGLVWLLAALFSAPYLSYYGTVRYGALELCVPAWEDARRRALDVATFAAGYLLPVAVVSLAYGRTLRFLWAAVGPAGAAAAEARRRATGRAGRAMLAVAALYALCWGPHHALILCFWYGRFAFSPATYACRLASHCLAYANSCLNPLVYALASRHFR
MEKK3 PB1 HTS: modulators (inhibitors or enhancers) of MEK5 binding to human MEKK3 PB1 domain; Q99759; bead-based flow cytometry, Alexa488-MEK5 binding to MEKK3; actives lie on both sides; 0 = blocked by unlabeled MEK5, 100 = vehicle; binding response (% of control), % at 10 µM; 290,000 tested, 1.4% active;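 active means binding response more than 3 SD above or below the average of its plate-row segment, actives on both sides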;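 further: Alexa488 bead fluorescence after subtracting the streptavidin-only scavenger bead signal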
Target sequence (Q99759 whole entry, looked up, the tested form may be a part): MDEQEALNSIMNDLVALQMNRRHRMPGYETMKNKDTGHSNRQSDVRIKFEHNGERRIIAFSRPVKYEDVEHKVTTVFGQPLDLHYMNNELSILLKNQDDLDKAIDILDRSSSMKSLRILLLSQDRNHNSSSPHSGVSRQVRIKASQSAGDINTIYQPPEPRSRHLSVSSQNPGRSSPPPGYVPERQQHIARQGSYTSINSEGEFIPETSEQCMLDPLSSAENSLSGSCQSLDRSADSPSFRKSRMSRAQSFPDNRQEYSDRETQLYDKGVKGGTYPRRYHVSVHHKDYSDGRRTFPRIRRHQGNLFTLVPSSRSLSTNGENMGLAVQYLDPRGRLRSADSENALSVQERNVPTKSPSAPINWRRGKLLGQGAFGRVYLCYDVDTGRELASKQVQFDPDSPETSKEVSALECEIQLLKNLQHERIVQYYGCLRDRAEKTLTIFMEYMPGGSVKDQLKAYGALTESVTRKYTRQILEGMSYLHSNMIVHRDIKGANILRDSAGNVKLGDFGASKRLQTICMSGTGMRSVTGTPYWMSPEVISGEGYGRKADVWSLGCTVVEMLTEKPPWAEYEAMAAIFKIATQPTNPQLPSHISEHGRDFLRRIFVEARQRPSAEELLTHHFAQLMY
IDE cell inh: inhibits human insulin-degrading enzyme in HEK cells | 320,000 tested, 0.41% active | FAbetaB cleavage, fluorescence polarization | inhibition, % at 5.59 µM;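 active means percent inhibition above the average of all tested compounds plus 3 SD, set per screening campaign, cut at about 16% in these data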;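 further: IDE supplied by intact live HEK cells; FP after avidin binding of uncleaved biotin substrate so inhibition keeps polarization high; 0% = DMSO wells and 100% = 60 µM reference IDE inhibitor Ii1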
IDE act: boosts human insulin-degrading enzyme activity in HEK cells; 340,000 tested, 0.073% active; AID 493087; FAbeta-B cleavage, fluorescence polarization; 0% vehicle, 100% cell-free pure enzyme wells; activation, % at 5.96 µM; P14735;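 active means activation above the mean of all tested compounds plus 3 SD, set per screening campaign, cut at about 17% in these data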
CHRM4 PAM: potentiates acetylcholine response at human M4 receptor | activation, % at 3 µM | 360,000 tested, 0.4% active | CHO-K1 hM4/Gqi5, Fluo-8 calcium fluorescence, ACh EC20; 0% = ACh EC20, 100% = maximal ACh | AID 624126 | P08173;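 active means activation above its plate's cutoff, the mean activation of sample wells plus 3 SD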; further: some results filed as inactive read as strong as hits
p-CIP stab down: compounds decreasing mouse p/CIP protein stability; Q05BA5; F442A p/CIP-EGFP cells, EGFP fluorescence, 16 h; decrease of EGFP signal, % at 10 µM; 290,000 tested, 0.01% active;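 active means EGFP signal decrease of at least 30% at 10 µM or well 3 SD below plate mean, unless failing retest; inactive means the rest, including hits failing retest or dose response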; further: some compounds called inactive have numbers as strong as hits; many of its hits are not listed in these tables
Active calls of the source: *; / = no result given; [ ] = remark or other dose. A portion of the library; rates above refer to the full screens.

SMILES | PHOSPHO1 inh | CRFBP-R2 block | CRFR2-BP ag | GalR3 antag | MEKK3 PB1 HTS | IDE cell inh | IDE act | CHRM4 PAM | p-CIP stab down
CCC(=Nc1ccc(OC)cc1OC)c1c(O)n(C)c(=O)n(C)c1=O | 18 | 21 | -0.1 | 1 | 104 | 3 | 3 | -2 | -12
N#Cc1ccccc1Cn1cc(C(=O)C2CC2)c2ccccc21 | 16 | -10 | -1.4 | -4 | 102 | 1 | 2 | 5 | 3
CC(C)C1(C)N=C(c2ncccc2C(=O)O)NC1=O (stereo not given) | 19 | 7 | 0.5 | 4 | 101 | -11 | 3 | 4 | -6
Cc1cc(NC(=O)CCl)nn1C | 32 | 1 | 1.9 | 2 | 102 | 7 | 3 | 0 | -9
Cc1ccc(NC(=O)[C@@H](NC(=O)N2C[C@H]3C[C@@H](C2)c2cccc(=O)n2C3)C(C)C)cc1 | 44 | -2 | -0.5 | -5 | 105 | 3 | 0 | 4 | 6
O=C(COc1ccccc1)N1CCN(CC2CC=CCC2)CC1 (stereo not given) | 28 | -1 | 0.4 | -9 | 96 | 0 | 4 | -7 | 3
Cc1cc(OC(C)C(=O)NCc2ccncc2)c2c3c(c(=O)oc2c1)CCC3 (stereo not given) | 31 | -2 | -2.8 | -2 | 101 | 5 | 1 | 7 | 3
O=C(Cc1ccc(Cl)cc1)NCCN1CCN(C(=O)Cc2ccc(Cl)cc2)CC1 | 34 | 8 | -0.2 | 0 | 101 | 3 | -5 | -1 | -4
C[C@@]1(CO)[C@H](O)CC[C@@]2(C)[C@H]1CC[C@H]1C[C@@H]3C[C@@]12CC[C@]3(O)CO | 1 | / | / | / | 86 | 9 | / | / | -7
CC(=O)OC1CCC2(C)C(CCC3C2CC(=O)C2(C)C3CC(N3CC3)C2C(C)=O)C1 (stereo not given) | / | 14 | -1.5 | -5 | / | / | 3 | 0 | /
CC(=O)c1ccc2c(c1)C1C(Cl)C(Sc3ccccc3[N+](=O)[O-])CC1C(c1ccccc1[N+](=O)[O-])N2 (stereo not given) | -1 | -63 | 0.6 | -8 | 108 | 7 | -5 | -12 | -14
c1ccc2c3c([nH]c2c1)CNCC3 | -9 | -12 | 1.3 | / | 83 | 4 | -2 | 0 | -7
Cc1cc(NCCN)nc2ccccc12 | 2 | -12 | -4.5 | -5 | / | -2 | 6 | 17 | -15
CN(C)CC1Oc2ccccc2OC1(O)c1ccccc1 (stereo not given) | 41 | -46 | 24 | -6 | 106 | / | 2 | -1 | 3
CC(C)c1ccc(NC(=O)CSc2nnc(OC(=O)N(C)C)n2C2CC2)cc1 | 14 | -4 | -1.3 | 4 | 99 | 0 | -6 | -3 | -28
C=C(C)Cn1c(=O)n(CC2CS2)c2ccccc21 (stereo not given) | 3 | -3 | -2.1 | 0 | 97 | 0 | 5 | 4 | -2
CC(CC(C)(C)N1CC1)=NNC(=O)Nc1cccc2ccccc12 | / | 2 | -1.6 | -6 | / | / | 3 | 9 | /
CC1CN(c2ccccn2)C(C)CN1C(=O)C(O)(c1ccccc1)c1ccccc1 (stereo not given) | / | 27 | -6.2 | -6 | / | / | -4 | -7 | /
COc1ccccc1N=Cc1c(O)n(C)c(=O)n(C)c1=O | 1 | -3 | 0.6 | -1 | / | 2 | -1 | 5 | -4
COc1ccccc1N1CCN(Cc2ccc(Br)cc2)CC1 | 3 | -5 | 0.8 | -9 | 104 | -3 | 6 | -4 | -8
O=C1C2CCCN2C(c2cccc(Cl)c2)N1c1ccccn1 (stereo not given) | 19 | -7 | 0.5 | -2 | 0.0*[inhibitor] | -5 | 2 | 3 | -11
CN(C)C(CNC(=O)Cc1ccc(Br)cc1)c1ccccc1 (stereo not given) | 19 | 9 | -1.0 | -9 | 100 | -1 | 1 | -3 | -12
C=C1[C@H]2C[C@H]3[C@H]4N5C[C@]6(C)CCC[C@]47[C@H]([C@H]2O)[C@]3(C[C@]5(O)[C@H]67)[C@@H]1O | / | -1 | -0.1 | -2 | 101 | 6 | 8 | 7 | /
C(#CCN1CCOCC1)COCc1ccccc1 | -13 | -5 | 2.1 | -1 | 102 | -2 | -1 | -2 | 9
Nc1cccc(N=Cc2c(O)n(Cc3ccc(F)cc3)c(=O)[nH]c2=O)c1 | -13 | 39 | -2.9 | -2 | 101 | -2 | 3 | -1 | -13
COc1ccc(NC(=O)c2cn(CCC#N)nc2-c2ccc(OC)c(OC)c2)cc1 | 49 | -9 | 1.2 | -9 | 99 | 5 | -1 | 3 | -10
O=c1c2ccccc2nc(/C=C/c2ccc3c(c2)OCO3)n1-c1cccc(O)c1 | 3 | 3 | -2.9 | -2 | 101 | 4 | 6 | -6 | -7
O=S(=O)(c1ccc(Cl)cc1)c1ccc(Cl)cc1 | / | -1 | -2.6 | -2 | / | 4 | 2 | -11 | /
CCC(C)N1C(=O)/C(=C\c2ccc(N3CCCCCC3)cc2)C(=O)NC1=S (stereo not given) | -4 | -77 | 3.0 | -9 | 88 | 4 | 7 | 5 | -14
c1ccc(C(c2ccccc2)c2ccncc2)cc1 | / | -23 | 0.7 | -2 | / | / | -6 | -16 | /

As a short view, some entries already given.
SMILES | PHOSPHO1 inh | CRFBP-R2 block | CRFR2-BP ag | GalR3 antag | MEKK3 PB1 HTS | IDE cell inh | IDE act | CHRM4 PAM | p-CIP stab down
CCC(C)N1C(=O)/C(=C\c2ccc(N3CCCCCC3)cc2)C(=O)NC1=S (stereo not given) | -4 | -77 | 3.0 | -9 | 88 | 4 | 7 | 5 | -14
c1ccc(C(c2ccccc2)c2ccncc2)cc1 | / | -23 | 0.7 | -2 | / | / | -6 | -16 | /

More results.
SMILES | PHOSPHO1 inh | CRFBP-R2 block | CRFR2-BP ag | GalR3 antag | MEKK3 PB1 HTS | IDE cell inh | IDE act | CHRM4 PAM | p-CIP stab down
CC1SC2(CN3CCC2CC3)NC1=O (stereo not given) | -6 | 7 | 1.5 | -1 | 103 | 4 | 3 | 7 | -10
CCCCn1c(N)c(C(=O)NCc2cccs2)c2nc3ccccc3nc21 | 37 | -28 | -3.1 | -8 | 104 | 13 | 0 | 14 | -14
CN1CCN(Cc2cn(C)c3ccccc23)CC1CCO (stereo not given) | / | 0 | -0.3 | -9 | 103 | -1 | 2 | 1 | 11
COCOC1CCC2C3CCC4=CC(=O)CCC4=C3C=CC12C (stereo not given) | / | -4 | -0.3 | -6 | / | / | -2 | 3 | /
CCc1ccc(N2C(=O)CC(=O)NC2=O)cc1 | / | 2 | 7.3 | 0 | 102 | 10 | 5 | 1 | -6
COc1ccc(C2CN(C)CC2C(=O)c2ccc(C)cc2)cc1Cl (stereo not given) | 33 | -12 | -0.4 | -6 | 108 | 4 | 2 | -2 | 2
O=C1Nc2ccccc2C1Cc1nc2ccccc2c(=O)n1-c1ccccc1 (stereo not given) | 3 | -8 | -1.1 | -3 | 99 | -3 | -3 | 1 | -1
NC(=O)c1ccc(N)nc1 | / | 16 | -1.4 | / | / | / | -1 | -4 | /
C/C(=N\N1CCN(C)CC1)c1c(O)n(Cc2ccccc2)c(=O)[nH]c1=O | -4 | -18 | -0.9 | -1 | 95 | -6 | 5 | -3 | -13
Cc1c(C(c2ccc(Cl)cc2Cl)c2c(O)c3ccccc3oc2=O)c(=O)n(-c2ccccc2)n1C (stereo not given) | 21 | -5 | -4.5 | 5 | 99 | 0 | 2 | 8 | 3
CC(=O)OC1C2CCC1C(N1CCCCC1)CC2 (stereo not given) | 21 | -19 | -0.9 | 0 | 102 | 3 | -2 | 5 | 4
O=C1NC(=O)N(CCC2=CCCCC2)C(=O)/C1=C/c1cccs1 | 41 | -12 | 8.7 | -3 | 93 | -1 | / | -3 | -3
CC1CN(O)C2CCc3c(no[n+]3[O-])C12O (stereo not given) | 8 | -4 | -3.0 | -1 | 99 | 0 | -4 | 8 | -1
O=c1c2ccccc2nc(N2CCCC2)n1-c1ccc(Cl)cc1 | 4 | 64* | -1.5 | -5 | 103 | 7 | 0 | 0 | -22
C#CCN1C(=O)C2(C(C#N)=C(N)OC(C)=C2C(=O)OCc2ccccc2)c2ccccc21 (stereo not given) | 14 | 5 | -1.4 | 5 | 91 | -3 | 3 | 15 | -1
O=C1NC(=O)C(=Cc2csc3ccccc23)C(=O)N1 | -6 | -27 | 2.0 | -5 | 96 | -2 | 0 | 1 | -8
COc1cccc(C(=O)C2CCCN(Cc3ccon3)C2)c1 (stereo not given) | 15 | -19 | -0.6 | -4 | 100 | 1 | 5 | -2 | -12
COc1ccc(NP(=O)(Nc2ccc(OC)cc2)Oc2ccccc2)cc1 | -14 | -6 | -0.1 | -10 | 103 | 4 | -3 | -9 | -8
COc1ccc2c(c1)/C(=C/c1cnc[nH]1)C(=O)N2 | 20 | -1 | -1.3 | 2 | 104 | 5 | 3 | 2 | -1
CCN(CC)S(=O)(=O)c1cc(NC(=O)C(C)N2CC=C(c3ccccc3)CC2)ccc1C (stereo not given) | -85 | -16 | 2.1 | -5 | 118 | 3 | 3 | -8 | -2
COc1ccc(N2CCN(CCc3ccncc3)CC2)cc1 | 19 | 5 | -0.7 | -8 | 99 | 1 | 2 | 5 | -13
CCCCCCN=C(CC)c1c(O)n(CCCC)c(=O)[nH]c1=O | -1 | -21 | 0.1 | -4 | 101 | -1 | -1 | -7 | -12
COC(=O)C1=C(c2ccccc2)C[C@@H]2CC[C@H]1N2C(=O)NCCNC(C)=O | / | -5 | 3.0 | -3 | 103 | 1 | 5 | 7 | /
Cc1ccccc1CS(=O)(=O)Cc1ccc(C(=O)N2CCC3(CC2)OCCO3)o1 | 27 | 0 | 3.7 | 2 | / | 0 | 3 | 4 | -8
CCOc1cc2c(cc1OCC)-n1cccc1C(c1ccc(OC)c(OC)c1)NC2 (stereo not given) | 34 | 2 | -1.0 | -8 | 103 | 1 | -5 | 1 | -20
O=C1NC(=O)C(C2CCCCCC2)C(=O)N1 | / | -5 | 0.6 | -4 | / | / | 4 | 12 | /
CCCCc1nc2ccccc2c(=O)n1-c1ccccc1[N+](=O)[O-] | -35 | 13 | -1.9 | -1 | 97 | 0 | -1 | 3 | -13
O=C(c1ccc(Cl)cc1)C1CCCN(Cc2ccon2)C1 (stereo not given) | 27 | 13 | 1.3 | 0 | 99 | 5 | 1 | -8 | -9
COC(=O)Cn1cc(C(=O)c2ccccc2F)c2ccccc21 | 39 | -5 | -0.4 | -12 | 104 | / | 0 | 6 | -9
CCOC(=O)c1c(C)c(P(=S)(N2CCOCC2)N2CCOCC2)n(C)c1C | 61* | -1 | -1.1 | -2 | 102 | -1 | 8 | 2 | 4
CCOC(=O)c1ccccc1NC(=O)c1c(O)[nH]c(=S)[nH]c1=O | / | -1 | -0.3 | -2 | 103 | 2 | -6 | 6 | /
O=C1NC(=O)[C@]2(Cc3ccccc3N3CCN(c4ccccc4)CC32)C(=O)N1c1ccccc1 (stereo not given in full) | 19 | 1 | 1.1 | 3 | 100 | -2 | 1 | 0 | 0
O=C1NC(=O)C(=Cc2ccc3c(c2)OCO3)C(=O)N1 | 27 | / | / | 11 | 102 | -4 | / | / | -17
COc1ccc(CCNC2CCCCC2)cc1 | 6 | 32 | -2.1 | -8 | 99 | 1 | 5 | 0 | -12
COc1ccc(-n2c(/C=C/c3cccc(F)c3)nc3ccccc3c2=O)c(OC)c1 | / | 3 | 3.6 | -8 | 102 | / | 0 | -2 | -2
COc1ccccc1OCC(=O)N1CCCC(N(C)Cc2ccccc2)C1 (stereo not given) | 34 | -4 | -1.7 | 1 | 100 | 1 | 3 | 8 | -1

Bioassay records deposited in PubChem by several laboratories.
